Screening results from PubChem.
RGS7-Gao reg = RGS7-Galphao binding modulators, primary screen, biochemical, multiplexed bead flow cytometry; Guanine nucleotide-binding protein G(o) subunit alpha (Homo sapiens), P09471; actives lie on both sides; binding response (% of control), % at 10 µM; actives 0.35% (n = 220,000); in the data active = binding response below about 49% or above about 150%; inconclusive = no clear call, values can overlap the other calls; inactive = in between;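 also: fluorescent Galphao held in activated GDP-AlF4 state binding bead-coupled RGS7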
Target sequence (P09471 whole entry, looked up): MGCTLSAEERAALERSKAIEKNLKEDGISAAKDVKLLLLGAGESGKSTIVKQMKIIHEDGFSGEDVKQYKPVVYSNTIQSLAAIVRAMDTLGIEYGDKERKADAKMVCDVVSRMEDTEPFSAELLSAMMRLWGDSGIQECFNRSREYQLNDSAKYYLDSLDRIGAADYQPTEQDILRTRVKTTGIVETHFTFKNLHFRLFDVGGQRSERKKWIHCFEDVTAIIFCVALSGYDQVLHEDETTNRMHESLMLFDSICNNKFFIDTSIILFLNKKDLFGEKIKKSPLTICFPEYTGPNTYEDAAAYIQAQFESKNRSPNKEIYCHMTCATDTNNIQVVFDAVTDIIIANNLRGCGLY
Mcl-1 Bim block = inhibitors of Bim peptide binding to Mcl-1, primary screen, biochemical, bead-based flow cytometry, multiplex | Induced myeloid leukemia cell differentiation protein Mcl-1 (Homo sapiens), Q07820 | Bim peptide-Mcl-1 binding | inhibition, % at 10 µM | actives 0.1% (n = 190,000);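 also: 0% = no compound tracer wells and 100% = peptide blocker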
ABCG2 inh = ABCG2 efflux pump inhibitors, primary screen, multiplex with ABCB1, IgMXP3 cells, flow cytometry; actives 0.1% (n = 190,000); JC-1 efflux; inhibition, % at 6.6 µM;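 active = inhibition above 80%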;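 also: 0% = DMSO and 100% = nicardipine control wells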
Target sequence (Q9UNQ0 whole entry, looked up): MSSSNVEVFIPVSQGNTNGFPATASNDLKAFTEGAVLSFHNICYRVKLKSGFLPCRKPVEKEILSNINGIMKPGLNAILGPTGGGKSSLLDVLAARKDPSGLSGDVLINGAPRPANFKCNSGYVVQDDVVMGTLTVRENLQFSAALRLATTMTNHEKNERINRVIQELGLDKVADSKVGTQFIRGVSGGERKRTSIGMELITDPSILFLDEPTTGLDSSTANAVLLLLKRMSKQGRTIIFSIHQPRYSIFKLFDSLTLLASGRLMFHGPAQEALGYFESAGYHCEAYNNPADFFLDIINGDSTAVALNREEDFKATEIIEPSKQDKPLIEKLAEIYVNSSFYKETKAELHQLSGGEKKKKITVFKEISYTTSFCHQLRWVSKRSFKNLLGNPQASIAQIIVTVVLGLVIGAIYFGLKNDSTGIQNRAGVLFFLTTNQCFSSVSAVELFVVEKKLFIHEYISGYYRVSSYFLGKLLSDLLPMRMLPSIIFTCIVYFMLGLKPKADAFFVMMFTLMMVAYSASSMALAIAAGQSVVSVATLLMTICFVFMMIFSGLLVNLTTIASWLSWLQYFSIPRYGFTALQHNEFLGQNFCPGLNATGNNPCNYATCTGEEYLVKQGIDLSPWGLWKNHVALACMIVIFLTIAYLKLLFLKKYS
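Read-out basis: Efflux inhibition in percent versus controls | Test system: ABCG2 IgMXP3 and barcoded ABCB1 CCRF-Adr cell mix | Quantity: 3 million cells/mL in well | Schedule: 10 min at 25 °C | Control set: Nicardipine as high control, DMSO as low control | Reagent: JC-1 as fluorescent efflux pump substrate | Signal: Flow cytometry of retained JC-1 fluorescence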
RGS8-Gao = RGS8-Galphao binding modulators, primary screen, biochemical, multiplexed bead flow cytometry. Guanine nucleotide-binding protein G(o) subunit alpha (Homo sapiens), P09471. actives lie on both sides. response (percent of control binding), % at 10 µM. actives 0.34% (n = 220,000). AID 1423, 2008; in the data active = response below about 60% or above about 140%; inactive = in between;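 also: Galphao activated as the GDP aluminium fluoride complex binding bead-coupled RGS8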
Bim-Bcl-W = inhibitors of Bim binding to Bcl-W, primary screen, biochemical, multiplexed, bead-based flow cytometry | Bcl-2-like protein 2 (Homo sapiens), Q92843 | Bim peptide-Bcl-W binding | inhibition, % at 10 µM | actives 0.02% (n = 190,000) | AID 952, 2007;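 also: 0% = bound tracer without compound and 100% = peptide blocker; higher means less fluorescent Bim peptide bound to Bcl-W beads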
ABCB1 block = ABCB1 efflux pump inhibitors, primary screen, cell-based, multiplex, flow cytometry, ABCG2 counter-screen; ATP-dependent translocase ABCB1 (Homo sapiens), P08183; actives 0.067% (n = 190,000); AID 1326, 2008; CCRF-Adr cells, JC-1 efflux; inhibition, % at 6.6 µM; in the data active = inhibition above about 40%;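 also: 0% = vehicle and 100% = reference inhibitor; higher value means more JC-1 retained so stronger ABCB1 efflux block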
Bim-Bcl-B = inhibitors of Bim-Bcl-B binding, primary screen, biochemical, multiplexed, human Bcl-2 family; Bcl-2-like protein 10 (Homo sapiens), Q9HD36; bead-based flow cytometry, Bim peptide-Bcl-B binding; inhibition, % at 10 µM; actives 0.073% (n = 190,000); AID 951, 2007;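 also: 0% = tracer peptide without compound and 100% = reference inhibitor peptide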
Bcl-2 Bim block = inhibitors of Bim-Bcl-2 binding, primary screen, biochemical, multiplexed, human Bcl-2 family | Apoptosis regulator Bcl-2 (Homo sapiens), P10415 | Bead-based flow cytometry, Bim peptide-Bcl-2 binding | inhibition, % at 10 µM | actives 0.06% (n = 190,000) | AID 950, 2007; in the data active = inhibition above about 40%; inconclusive = no clear call, values can overlap the other calls;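 also: 0% = no compound wells with probe peptide and 100% = reference peptide inhibitor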
Bim-Bcl-XL = inhibitors of Bim-Bcl-XL binding, primary screen, biochemical, multiplexed, bead flow cytometry, human Bcl-XL; inhibition, % at 10 µM; actives 0.04% (n = 190,000); AID 1007, 2008; Bim peptide-Bcl-XL binding, fluorescence; Bcl-2-like protein 1 (Homo sapiens), Q07817
Bfl-1 Bim block = inhibitors of Bim binding to Bfl-1, primary screen, biochemical, multiplexed, bead-based flow cytometry; Bcl-2-related protein A1 (Homo sapiens), Q16548; Bim-Bfl-1 binding inhibition; inhibition, % at 10 µM; actives 0.12% (n = 190,000); AID 1008, 2008;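 also: 0% = wells without compound plus tracer and 100% = blocker peptide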
RGS4-Gao reg = modulators of RGS4 binding to Galphao, primary screen, biochemical, multiplexed bead flow cytometry; binding response (% of control), % at 10 µM; actives 0.33% (n = 220,000); AID 1415, 2008; actives lie on both sides; Guanine nucleotide-binding protein G(o) subunit alpha (Homo sapiens), P09471; in the data active = binding response below about 49% or above about 150%; inactive = in between;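 also: fluorescent Galphao activated with aluminum fluoride binding bead-coupled RGS4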
Starred values were filed as active, the others as inactive; ? = inconclusive. Rule as the data show it, unless noted: active = inhibition above about 40%.

Results follow in this order: RGS7-Gao reg | Mcl-1 Bim block | ABCG2 inh | RGS8-Gao | Bim-Bcl-W | ABCB1 block | Bim-Bcl-B | Bcl-2 Bim block | Bim-Bcl-XL | Bfl-1 Bim block | RGS4-Gao reg
1. CCOc1ccccc1NC(=O)NC(=O)N(C)S(=O)(=O)c1ccc(C)cc1
  105 | 0 | 3 | 104 | 0 | 0.2 | -7 | -2 | -4 | -10 | 103
2. Cc1nc(CS(=O)(=O)c2ccc(Cl)cc2)cc(Sc2ccc(Cl)cc2)n1
  98 | -1 | 0 | 99 | -2 | -1.4 | -8 | -10 | -3 | -5 | 98
3. O=C(Nc1cccc2ccccc12)N1CC=CCC1
  97 | -2 | 1 | 99 | -3 | 0.2 | -2 | -3 | -1 | 0 | 96
4. N#Cc1c(C(F)(F)F)cc(-c2ccccc2)nc1SCc1nc(N)nc(N2CCOCC2)n1
  102 | -3 | 4 | 99 | -4 | 3.2 | -8 | -5 | -6 | -6 | 100
5. CCC1CCCCN1C(=O)CSc1nnc(-c2c[nH]c3ccccc23)o1 (stereo not drawn)
  92 | 10 | 2 | 100 | 0 | 1.0 | -3 | -5 | -2 | -15 | 100
6. O=C(CSc1cn(CCNC(=O)c2cccs2)c2ccccc12)NCC1CCCO1 (stereo not drawn)
  95 | 0 | 9 | 103 | 2 | 0.7 | -2 | -6 | -1 | -9 | 102
7. COc1ccc(OC)c(/C=C/C(=O)Nc2ccc3c(c2)CCC3)c1
  89 | -4 | -3 | 92 | -4 | -0.4 | -6 | -8 | -5 | -4 | 92
8. O=C(CCn1c(=O)sc2ccccc21)Nc1ccon1
  105 | 3 | 1 | 103 | 3 | 0.4 | 2 | 5 | 4 | 7 | 105
9. O=C(c1ccc(Cn2cc([N+](=O)[O-])cn2)o1)N1N=C(C(F)F)CC1(O)C(F)F (stereo not drawn)
  100 | -1 | 0 | 99 | -4 | -0.2 | -1 | -5 | -4 | -2 | 95
10. CC1=NNC(=O)/C1=C\c1cn(-c2ccccc2)nc1-c1ccccc1
  ? | -8 | 1 | 89 | -1 | -0.5 | -3 | 1 | -4 | -3 | 88
11. Oc1cccc(/C=N/Nc2cc(N3CCCC3)nc(N3CCCC3)n2)c1
  97 | 0 | 11 | 99 | 0 | 2.2 | 2 | 1 | -4 | 1 | 97
12. COc1ccccc1CN=Cc1[nH]c2ccc(Br)c(Cl)c2c1O
  115 | -6 | 0 | 95 | -8 | 0.9 | -17 | -3 | -7 | 7 | 113
13. CC(C)SCc1cc(N2CCCC2)nc(-c2ccccc2)n1
  100 | -4 | 4 | 100 | -2 | -0.5 | 0 | -3 | -4 | -2 | 101
14. Cc1nc(=S)n(-c2ccccc2)[nH]1
  97 | -3 | 0 | 72 | -2 | -0.2 | -43 | 0 | -6 | 5 | 96
15. COCCn1c(=NC(=O)c2cccs2)sc2cc(NC(C)=O)ccc21
  103 | -7 | -4 | 99 | -6 | 0.1 | -7 | -6 | -7 | -8 | 102
16. Cc1cc(C)cc(NC(=O)CCNS(=O)(=O)c2ccc3c(c2)oc(=O)n3C)c1
  99 | -4 | -5 | 101 | -4 | 0.0 | -9 | -12 | -9 | -18 | 100
17. CCSc1nnc(NC(=O)c2nc(-c3ccccc3)n(-c3ccccc3)n2)s1
  98 | -1 | 1 | 102 | 0 | -0.1 | 0 | -6 | -5 | -3 | 96
18. O=C(NCCc1ccccc1)c1cc(-c2ccco2)on1
  99 | -8 | 35 | 100 | -6 | 0.6 | -11 | -13 | -11 | -23 | 98
19. COc1cccc(N2CC(C(=O)Nc3nnc(SCC(=O)Nc4cc(C)on4)s3)CC2=O)c1 (stereo not drawn)
  94 | 0 | 2 | 101 | -1 | 0.3 | -7 | -4 | 1 | -5 | 99
20. C=CCNC(=O)/C(C#N)=C/c1ccccc1OCc1ccc(C(=O)OC)cc1
  101 | -2 | 0 | 101 | -2 | 0.0 | -5 | -2 | -7 | -8 | 100
21. COc1ccccc1C(=O)Nc1ccc(S(=O)(=O)Nc2cc(C)nc(C)n2)cc1
  106 | -3 | 0 | 108 | -1 | 0.1 | -9 | -7 | -17 | -8 | 113
22. Cc1noc(C)c1COC(=O)c1cc(C)n(-c2ccccc2)c1C
  104 | -3 | 3 | 102 | -4 | 1.3 | -6 | -1 | -5 | -2 | 103
23. CN1C(=O)C(O)(CC(=O)/C=C\c2ccc3c(c2)OCO3)c2ccccc21 (stereo not drawn)
  104 | 2 | 0 | 101 | 3 | -0.1 | 0 | 5 | -1 | -3 | 102
24. O=C(COc1ccc(Br)cc1)N(Cc1ccccc1)c1ccccn1
  99 | -3 | 39 | 101 | -4 | 2.4 | -5 | -3 | -3 | 0 | 103
25. C/C(=N\NC(=O)c1cc(-c2cccs2)nc2ccccc12)c1ccccn1
  ? | 0 | 11 | 100 | 0 | 3.9 | 0 | -1 | 2 | -3 | 100
26. O=c1c(Cl)c(NCc2ccccc2Cl)cnn1C12CC3CC(CC(C3)C1)C2
  91 | -6 | -5 | 97 | -5 | -1.8 | -7 | -1 | -6 | -1 | 95
27. CC(c1nc2ccccc2c(=O)[nH]1)N1CCOCC1 (stereo not drawn)
  101 | -2 | 0 | 99 | -1 | 1.1 | -3 | -1 | -3 | -3 | 100
28. COCCn1c(SCC#N)nnc1-c1ccccc1
  95 | 4 | 0 | 97 | 5 | 0.0 | -5 | -4 | 0 | -9 | 92
29. CCN(CC)C(=O)CSc1nnc(-c2cccnc2)n1CCc1ccccc1
  99 | 3 | 1 | 102 | 6 | 0.2 | -1 | -2 | 0 | -5 | 104
30. O=[N+]([O-])c1ccc(/C=N/n2c(-c3cccnc3)n[nH]c2=S)cc1
  102 | -4 | 4 | 100 | -3 | -3.2 | -17 | -4 | -3 | 3 | 105
31. COc1ccc2[nH]cc(C(=O)CN3CCN(C(=O)c4ccco4)CC3)c2c1
  87 | 0 | 2 | 93 | 0 | 0.0 | 0 | -1 | -2 | -6 | 90
32. Cn1cnc([N+](=O)[O-])c1Sc1ccc(Br)cc1
  101 | -2 | 14 | 103 | -2 | 3.5 | -6 | -1 | -2 | -1 | 101
33. Cc1ccc2cc3c(nc2c1)N(Cc1ccco1)CC3
  98 | -1 | -1 | 100 | -3 | 0.5 | -4 | 0 | -7 | 0 | 97
34. CCOC(=O)CNC(=O)/C=C/c1ccc2c(c1)OCO2
  ? | -2 | 2 | 99 | -2 | 0.4 | -4 | -6 | -4 | -6 | 100
35. CC(OC(=O)c1cccs1)C(=O)NCc1ccccc1 (stereo not drawn)
  103 | 0 | 0 | 105 | -2 | 0.0 | 2 | 0 | -2 | 0 | 102
36. COc1ccc(S(=O)(=O)N2CCCC(C(=O)N3CCCCCC3)C2)cc1 (stereo not drawn)
  98 | 0 | 1 | 101 | -2 | 1.5 | -7 | -11 | -5 | -11 | 99
37. Cc1ccc([N+](=O)[O-])cc1NC(=O)c1ccoc1C
  99 | -2 | 11 | 103 | 0 | 0.9 | -3 | 3 | -4 | 0 | 102
38. Cc1ccc(CCN2CC(C(=O)NCCCOC(C)C)CC2=O)cc1 (stereo not drawn)
  101 | -45 | 1 | 101 | -1 | -0.8 | -27 | -15 | 5 | -14 | 100
39. CCCCn1c(SCC(=O)c2ccc(OC)cc2OC)nc2cc(S(N)(=O)=O)ccc21
  83 | -6 | 1 | 95 | 0 | 0.0 | -4 | -6 | -3 | -2 | 81
40. COc1ccc(C)cc1NC(=O)N1CCCc2ccccc21
  98 | -1 | 5 | 98 | -1 | 0.7 | -7 | -4 | -6 | -7 | 96
41. O=C1Nc2ccc(Br)cc2C1(O)Cc1ccncc1 (stereo not drawn)
  97 | -6 | 3 | 102 | -3 | 0.9 | -10 | -9 | -13 | -15 | 100
42. O=C(CCS(=O)(=O)c1cc(Br)cc2c1N(C(=O)C1CC1)CC2)NCC1CCCO1 (stereo not drawn)
  92 | 0 | 1 | 97 | 4 | 0.3 | -8 | -7 | 10 | -8 | 98
43. CCO[C@H]1OC(C(=O)N2CCN(Cc3ccc4c(c3)OCO4)CC2)=C[C@@H](C(C)(C)C)[C@@H]1CCCO
  98 | -4 | 2 | 99 | -1 | 1.8 | -4 | -6 | -1 | -6 | 97
44. CCCCn1c(=NC(=O)c2ccc3c(c2)OCO3)c(C#N)cc2c(=O)n3cccc(C)c3nc21
  95 | 5 | 16 | 87 | 11 | 3.4 | 14 | 13 | 8 | 9 | 92
45. Cc1ccc(C)c(S(=O)(=O)N2CCCOC2CNC(=O)C(=O)NCc2ccco2)c1 (stereo not drawn)
  100 | -3 | 0 | 103 | -1 | 0.2 | -6 | -4 | -3 | -1 | 101
46. Cc1ccccc1CN1CCN(C(=O)c2cccc(F)c2)CC1
  105 | 0 | 1 | 98 | 6 | 0.5 | -5 | -5 | -6 | -9 | 101
47. CN(C)c1ccc(P(=O)(OCc2ccccc2)C(O)c2cccnc2)cc1 (stereo not drawn)
  107 | -5 | 1 | 106 | -1 | 0.2 | -1 | -4 | -4 | -3 | 105
48. C(=Nc1cccc2c(N=Cc3ccco3)cccc12)c1ccco1
  ? | 4 | -2 | 100 | 6 | -0.1 | 3 | 1 | 3 | 2 | 103
49. OCC[n+]1ccc(/C=C/c2c[nH]c3ccccc23)cc1
  103 | -4 | 5 | 102 | -1 | 1.9 | -5 | -1 | -1 | -4 | 105
50. Cc1cccc(OCC(=O)O/N=C(\N)c2ccccn2)c1
  97 | 0 | 2 | 101 | -1 | 0.3 | -1 | 1 | 0 | -1 | 98

Of the compounds above, three have fluorine:
Results follow in this order: RGS7-Gao reg | Mcl-1 Bim block | ABCG2 inh | RGS8-Gao | Bim-Bcl-W | ABCB1 block | Bim-Bcl-B | Bcl-2 Bim block | Bim-Bcl-XL | Bfl-1 Bim block | RGS4-Gao reg
4. N#Cc1c(C(F)(F)F)cc(-c2ccccc2)nc1SCc1nc(N)nc(N2CCOCC2)n1
  102 | -3 | 4 | 99 | -4 | 3.2 | -8 | -5 | -6 | -6 | 100
9. O=C(c1ccc(Cn2cc([N+](=O)[O-])cn2)o1)N1N=C(C(F)F)CC1(O)C(F)F (stereo not drawn)
  100 | -1 | 0 | 99 | -4 | -0.2 | -1 | -5 | -4 | -2 | 95
46. Cc1ccccc1CN1CCN(C(=O)c2cccc(F)c2)CC1
  105 | 0 | 1 | 98 | 6 | 0.5 | -5 | -5 | -6 | -9 | 101
